Bioassay records as filed in PubChem.
Casp6 inh: caspase-6 (human) enzyme inhibition; AID 686996; 350,000 tested, 0.53% active; purified caspase-6, Z-VEID-R110 cleavage fluorescence; inhibition, % at 12.5 µM;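 active means mean inhibition across replicates at least about 35%, with every replicate also reaching that limit, limit read from the data; inconclusive means only one of the two criteria met; inactive means neither criterion met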;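 further: 0% = median of neutral control wells and 100% = no fluorescence left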
esBAF inh: blocks esBAF chromatin remodeling in mouse ES cells; Bmi1-luciferase knock-in reporter, 24 h; 100% = twice the neutral-well signal; 350,000 tested, 2% active; reporter increase, % at 12.5 µM; in the data active means activation above about 40%; inconclusive means no clear call, values can overlap the other calls;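 further: 0% = median of the plate's neutral control wells and 100% = double that signal; a rise in the Bmi1 reporter signal indicates esBAF inhibition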
RAD52 inh: RAD52 (human) annealing inhibition. P43351. recombinant RAD52 DNA annealing, FRET fluorescence. inhibition, % at 18.7 µM. 360,000 tested, 0.46% active. AID 651710;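 active means every replicate showing at least 50% inhibition; inconclusive means mean inhibition at least 50% but not in every replicate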
ARNT-TACC3 inh: disruptors of human ARNT/TACC3 interaction; 390,000 tested, 0.66% active; inhibition, % at 9.99 µM; AID 623870; AlphaScreen His-ARNT PAS-B/GST-TACC3 binding, luminescence; TACC3 fragment carries E629A point mutation; Q9Y6A5;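 active means mean inhibition of replicates at least 50% and at least half of replicates each reaching 50%; inconclusive means half or more replicates reach 50% but mean below 50%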;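 further: 0% = complete ARNT plus TACC3 wells and 100% = ARNT alone without TACC3; many hits fall short of the cut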
E-selectin induc: E-selectin induction on HUVECs. AID 686992. HUVEC E-selectin immunofluorescence imaging; normalized: neutral wells 0, TNF-alpha wells 100. 260,000 tested, 0.37% active. activation, % at 7.58 µM;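 active means mean E-selectin-positive cell signal at least 10% of the positive control, reached in at least 60% of replicates, without over 20% cell loss; inconclusive means no rule given, readout overlaps actives, possibly toxicity-flagged; inactive means the rest, including those meeting only one limit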;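 further: in these data hits start at about 27%; measured in HUVEC primary endothelial cells; signal is the percent of cells scored E-selectin positive by PE staining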
Target sequence (P16581 whole entry, looked up): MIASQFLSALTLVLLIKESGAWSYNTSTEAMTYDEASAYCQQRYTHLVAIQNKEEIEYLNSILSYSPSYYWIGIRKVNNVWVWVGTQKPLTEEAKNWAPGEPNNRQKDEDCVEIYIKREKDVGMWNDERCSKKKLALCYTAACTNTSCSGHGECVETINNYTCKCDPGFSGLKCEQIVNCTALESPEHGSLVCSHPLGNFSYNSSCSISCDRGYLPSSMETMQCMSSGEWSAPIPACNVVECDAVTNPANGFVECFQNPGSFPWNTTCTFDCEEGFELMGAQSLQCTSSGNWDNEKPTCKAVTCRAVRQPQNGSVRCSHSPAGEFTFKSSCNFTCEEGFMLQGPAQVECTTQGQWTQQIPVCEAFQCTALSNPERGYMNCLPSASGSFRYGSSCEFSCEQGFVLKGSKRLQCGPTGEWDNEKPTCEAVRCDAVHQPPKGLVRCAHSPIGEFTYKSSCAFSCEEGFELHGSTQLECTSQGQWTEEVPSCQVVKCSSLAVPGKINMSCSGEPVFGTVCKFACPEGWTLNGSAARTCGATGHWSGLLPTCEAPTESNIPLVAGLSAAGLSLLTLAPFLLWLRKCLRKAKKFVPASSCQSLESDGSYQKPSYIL
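System: HUVEC / Compound: single concentration / Signal: immunofluorescence imaging / Read-out: percent E-selectin-positive cells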
ERp5 inh: ERp5 (human) disulfide isomerase inhibition | inhibition, % at 9.99 µM | Q15084 | ERp5 insulin aggregation, absorbance 650 nm, 90 min | 350,000 tested, 0.05% active;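 active means mean replicate inhibition above about 25%, with every replicate also reaching it, limit read from the data, passing the limit was not always enough; inconclusive means only one of those two criteria met; inactive means neither criterion met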
Target sequence (Q15084 whole entry, looked up): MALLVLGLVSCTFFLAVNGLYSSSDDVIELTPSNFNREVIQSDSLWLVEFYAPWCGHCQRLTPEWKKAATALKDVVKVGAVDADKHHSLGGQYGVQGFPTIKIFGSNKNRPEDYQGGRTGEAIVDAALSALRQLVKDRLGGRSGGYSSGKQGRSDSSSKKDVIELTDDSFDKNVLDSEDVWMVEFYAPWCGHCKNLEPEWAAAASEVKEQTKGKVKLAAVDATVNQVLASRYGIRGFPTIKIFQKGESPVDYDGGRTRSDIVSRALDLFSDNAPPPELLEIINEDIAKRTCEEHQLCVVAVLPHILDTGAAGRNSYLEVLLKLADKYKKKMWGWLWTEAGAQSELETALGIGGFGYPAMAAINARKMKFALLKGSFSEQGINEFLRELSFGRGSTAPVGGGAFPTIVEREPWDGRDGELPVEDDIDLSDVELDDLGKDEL
PglD DTNB: PglD (C. jejuni) enzyme inhibition. purified PglD enzyme, DTNB colorimetric CoA detection. AID 602405. 360,000 tested, 0.098% active. inhibition, % at 12.5 µM; in the data active means inhibition above about 16%, passing the limit was not always enough; inconclusive means no clear call, values can overlap the other calls; further: strong numbers were not always called active
RAD54 branch: RAD54 (human) branch migration inhibition; inhibition, % at 10.4 µM; 360,000 tested, 0.14% active; Q92698; RAD54 Holliday junction branch migration, FAM/BHQ fluorescence;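 active means mean normalized replicate activity at least 40 and at least half of replicates scoring 40 or more; inconclusive means only one of the two criteria met; inactive means mean below 40 and under half of replicates reaching 40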;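 further: 0% = median of neutral control wells and 100% = median of positive control wells; inhibitors cause a drop in the FAM fluorescence signal; in these data hits start at about 50%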
The depositor's hits bear a star; ? = inconclusive; . = not tested or not shown. Rows are unselected. Share with any hit: about 3.2%.

SMILES	Casp6 inh	esBAF inh	RAD52 inh	ARNT-TACC3 inh	E-selectin induc	ERp5 inh	PglD DTNB	RAD54 branch
Cc1cc(C)cc(NC(=S)NCc2cccnc2)c1	-0.5	.	-6.5	-4.2	0.3	1.3	.	.
O=C(NCC[C@@H]1CC[C@H](NS(=O)(=O)c2ccc(Cl)cc2)[C@@H](CO)O1)c1ccc2c(c1)OCO2	-4.8	0.8	-10.1	-0.8	0.0	-4.3	4.0	0.1
CC(O)(c1cccc(F)c1)c1nc(-c2ccc(S(C)(=O)=O)cc2)cs1 (centres undefined)	2.6	-0.8	-2.6	.	-0.2	3.4	1.2	-3.1
C[C@@H]1CN([C@H](C)CO)S(=O)(=O)c2ccc(C3=CCCCC3)cc2O[C@@H]1CN(C)C(=O)C1CCC1	0.9	6.2	20.6	0.4	0.8	11.6	-2.6	-4.2
CCCCOc1ncnc2c1[nH]c1ccc(F)cc12	.	9.3	.	-6.4	.	.	-5.1	1.2
COc1ccc2nc3oc(C(=O)N4CCN(c5ccccc5F)CC4)cc3cc2c1	.	1.9	.	-4.5	.	.	4.6	-9.9
CN(C)C(=O)C[C@H]1C[C@@H]2c3cc(NC(=O)Nc4ccc(C(F)(F)F)cc4)ccc3O[C@@H]2[C@H](CO)O1	0.3	-6.3	-3.4	-4.8	-0.6	8.2	5.6	5.0
CC1Cc2cc(-c3csc(NC(=O)Cc4ccccc4)n3)ccc2N1S(C)(=O)=O (centres undefined)	-0.9	?	-28.5	-5.5	.	6.4	-5.3	2.8
COc1ccc(CC(NC(C)=O)C(=O)NC2CCN(C(=O)C3CCCCC3)CC2)cc1OC (centres undefined)	-6.2	-8.1	-23.4	-11.4	.	-9.8	6.1	-2.6
CC(=O)Nc1ccc(C(=O)COC(=O)C2CC2)c(F)c1	1.5	39.7	-8.1	22.4	0.0	4.6	-2.5	5.8
C[C@@H]1CN([C@H](C)CO)C(=O)c2cc(NC(=O)Cc3ccccc3)ccc2O[C@H]1CN(C)Cc1ccc(C(=O)O)cc1	-0.2	-2.8	-15.4	-24.0	0.2	-5.2	-1.5	0.6
O=C(NCc1ccccc1CN1CCCC1)c1ccc(Cl)c(N2CCCC2=O)c1	-44.1	-1.1	-6.9	-1.0	.	-3.1	2.3	-2.1
C[C@@H]1CN([C@@H](C)CO)C(=O)c2cc(NC(=O)Nc3ccccc3)ccc2O[C@@H](C)CCCCO[C@@H]1CN(C)S(=O)(=O)c1ccc(Cl)cc1	-0.6	-0.2	-16.3	6.8	-0.2	-5.6	3.2	-4.0
O=C(CNC(=S)NC(=O)C1CCCCC1)c1ccccc1	0.2	20.9	-17.8	.	.	-6.2	-1.9	-0.1
O=C(O)CC(NC(=O)CC(c1ccccc1)c1ccccc1)c1cccc([N+](=O)[O-])c1 (centres undefined)	0.7	-2.4	-3.7	-3.7	-0.1	-1.4	5.7	6.3
CN(CC(=O)Nc1cccc([N+](=O)[O-])c1)S(=O)(=O)c1ccccc1	-3.0	-5.0	-7.2	-4.1	6.4	2.1	.	.
CNC(=O)C[C@H]1CC[C@H]2[C@H](COc3ccc(NC(=O)c4ccccc4OC)cc3C(=O)N2C)O1	-0.2	9.3	3.8	-1.1	0.0	-2.5	2.2	0.1
Cc1noc(C)c1S(=O)(=O)Nc1ccc2c(c1)C(=O)N([C@@H](C)CO)C[C@H](C)[C@@H](CN(C)C(=O)Nc1cccc3ccccc13)OCCCC[C@H](C)O2	-0.7	16.4	7.3	-7.6	0.2	2.6	-2.3	-4.5
Cc1ccc(NC(=O)CN2C(=O)S/C(=C\c3cc(C)n(C)c3C)C2=O)cc1	.	-2.5	.	-3.1	.	.	-2.1	1.5
C[C@H]1CN([C@@H](C)CO)C(=O)c2cc(NC(=O)Nc3ccc4c(c3)OCO4)ccc2O[C@@H]1CN(C)Cc1ccc2c(c1)OCO2	-0.9	-6.2	17.3	17.0	0.0	0.4	5.7	20.6
CCCOc1ccc(N2C(=O)CC(N3CCN(C(=O)c4ccco4)CC3)C2=O)cc1 (centres undefined)	.	-8.1	.	-1.5	.	.	7.5	-26.4
Cc1ccccc1-n1c2nc(=O)n(C)c(=O)c-2cc2ccccc21	-0.1	.	-79.4	-14.2	.	-2.5	-10.5	0.2
CCOC(=O)C1=C(C)N=c2s/c(=C\c3ccc(OCC(=O)O)cc3)c(=O)n2C1c1ccccc1 (centres undefined)	3.8	-2.3	-190.3	19.0	.	0.8	2.3	-6.7
Cc1ccc(CN(C)S(=O)(=O)c2c(C)noc2/C=C/N(C)C)cc1	3.0	-0.8	-314.3	1.6	.	3.8	-9.2	0.6
CN1C(=O)N(CC(=O)Nc2nccs2)C(=O)C12CCCCC2	-97.9	-2.1	-13.8	-12.4	-0.3	1.6	2.3	-6.4

Part of the list above with just Casp6 inh, PglD DTNB and RAD54 branch:
| Structure | Casp6 inh | PglD DTNB | RAD54 branch |
| --- | --- | --- | --- |
| CCCOc1ccc(N2C(=O)CC(N3CCN(C(=O)c4ccco4)CC3)C2=O)cc1 (centres undefined) | . | 7.5 | -26.4 |
| CC(=O)Nc1ccc(C(=O)COC(=O)C2CC2)c(F)c1 | 1.5 | -2.5 | 5.8 |
| C[C@@H]1CN([C@@H](C)CO)C(=O)c2cc(NC(=O)Nc3ccccc3)ccc2O[C@@H](C)CCCCO[C@@H]1CN(C)S(=O)(=O)c1ccc(Cl)cc1 | -0.6 | 3.2 | -4.0 |

Further results
SMILES	Casp6 inh	esBAF inh	RAD52 inh	ARNT-TACC3 inh	E-selectin induc	ERp5 inh	PglD DTNB	RAD54 branch
C[C@H](CO)N1C[C@H](C)[C@@H](CN(C)C(=O)Nc2ccc3c(c2)OCO3)Oc2ccc(NC(=O)Nc3ccccc3)cc2CC1=O	2.3	1.1	-5.0	0.6	0.0	8.7	7.1	7.7
Cc1cc(-c2ccc(C(C)C)c(S(=O)(=O)N3CCN(c4ccccn4)CC3)c2)on1	-2.0	7.5	-2.0	2.6	.	4.4	-2.0	-2.8
O=C(NCc1cccnc1)/C(=C/c1ccccc1)NC(=O)c1ccccc1	-5.2	.	-1.4	-12.8	-0.1	-3.7	.	.
c1cncc(-c2nc(N3CCCCCC3)c3ccccc3n2)c1	.	-5.1	.	5.1	.	.	-5.7	4.4
O=C(COC(=O)/C=C/c1cccc([N+](=O)[O-])c1)NCCCN1CCCC1=O	-3.3	-5.1	-6.7	1.3	.	-0.1	-3.9	1.1
Cc1ccc(S(=O)(=O)N[C@@H]2CC[C@H](CC(=O)NCCc3ccncc3)O[C@H]2CO)cc1	1.1	-1.2	1.3	.	-0.5	-1.4	-0.5	0.7
C[C@@H]1CCCCO[C@H](CN(C)C(=O)NC2CCCCC2)[C@H](C)CN([C@@H](C)CO)C(=O)c2cc(NC(=O)Cc3ccccc3)ccc2O1	0.8	31.3	-68.7	-1.8	0.7	-7.8	-0.4	2.4
Cc1ccccc1-c1cnc2c(c1)C(=O)N([C@@H](C)CO)C[C@H](C)[C@@H](CN(C)C(=O)c1ccc(F)cc1)O2	4.0	3.4	8.2	-4.6	0.9	6.5	4.6	-7.2
Cc1ccc(C(=O)N2CCN(c3ccccc3Cl)CC2)cc1[N+](=O)[O-]	-1.3	.	-5.8	1.6	-0.8	3.7	.	.
O=C(NC1CCCC1)c1cccc(Oc2ccccc2)c1	2.1	10.0	-3.9	.	.	1.6	8.0	2.9
CC1(C)OC(=O)C2=C(C[C@@H](CCOCc3ccccc3)O[C@H]2c2ccc(F)cc2)O1	-1.6	-8.7	-10.6	.	.	22.1	4.9	3.1
O=C(SCC(O)C(O)CS)c1cccs1 (centres undefined)	-1.0	10.3	-18.7	-8.9	-0.2	6.2	-2.1	-21.6
Nc1nnc(SCC(=O)Nc2ccc(F)c(Cl)c2)n1-c1ccccc1	.	3.5	.	-4.5	.	.	-2.5	0.8
CO[C@@H]1CN(C)C(=O)c2ccc(NC(C)=O)cc2OC[C@H](C)N(C(=O)Cc2cccnc2)C[C@@H]1C	-0.7	-4.8	-11.8	-1.9	4.8	-1.1	3.5	-3.6
O=c1oc2ccccc2cc1-c1ccccc1	1.1	.	10.0	-2.6	0.1	0.5	23.6*	-0.4
CNC(=O)c1cnc(-c2ccccc2)nc1-c1ccccc1	0.6	-4.2	-7.0	-1.2	-0.1	-1.3	-1.0	1.7
COc1ccccc1NC(=O)C1CCN(C(=O)c2ccco2)CC1	-3.0	3.3	-0.1	-2.4	.	-3.8	4.1	-12.4
Cc1cccc2c1cnn2C(=O)CCC(=O)NCc1ccc(F)cc1	-0.6	-9.7	-1.7	-0.9	0.1	0.7	-6.0	-1.4
O=C1c2ccccc2C(=O)N1OCc1ccccc1	.	2.1	.	-2.6	.	.	-4.1	-1.6
CCOC(=O)N1CCN(C(=O)Cn2nc(C)c3sc4ccccc4c3c2=O)CC1	.	-7.1	.	9.4	.	.	-7.9	0.7
Clc1ccc(C(c2ccccc2)N2CCN(c3ccccn3)CC2)cc1 (centres undefined)	-1.5	0.6	-9.3	5.0	0.1	2.3	.	.
O=C(N[C@H]1C=C[C@@H](CC(=O)N2CCc3ccccc3C2)O[C@@H]1CO)C1CC1	4.6	7.4	3.4	6.4	-0.1	-2.5	0.9	0.3
COc1cc2cc(OC(C)=O)c3cc4c(cc3c2c(OC)c1OC)OCO4	2.0	.	-43.5	.	-0.1	1.2	.	.
CSc1nnc(CCCCCCCCc2nnc(SC)o2)o1	-0.7	-2.5	-16.6	0.0	.	3.1	-5.7	1.1
Cc1nonc1OCCNCc1c(C(=O)N(C)C)nc2ccc(Cl)cn12	0.0	-2.1	-36.4	1.4	-0.1	-4.7	.	.

Continuation.
SMILES	Casp6 inh	esBAF inh	RAD52 inh	ARNT-TACC3 inh	E-selectin induc	ERp5 inh	PglD DTNB	RAD54 branch
C[C@H](CO)N1C[C@H](C)[C@H](CN(C)C(=O)NC2CCCC2)Oc2cc(-c3cncnc3)ccc2S1(=O)=O	-1.5	-2.5	-4.7	-3.9	0.3	7.2	-1.3	-8.7
Cc1ccc(C)c(Cn2nc(-c3cc(C)ccc3C)ccc2=O)c1	0.1	-2.2	-6.8	-11.1	.	-0.7	-7.7	5.6
CC(Sc1cccc[n+]1[O-])C(=O)NC1CCCCC1C (centres undefined)	-6.8	-10.2	-12.3	.	.	-1.2	-3.5	-12.8
CCCOC(=O)c1ccc(NC(=O)c2cccc(S(=O)(=O)N3CCN(C(C)=O)CC3)c2)cc1	4.4	15.4	-8.5	-5.3	.	-2.8	-5.1	-2.3
CC1CN(C(=O)c2ccccc2C(=O)c2ncc[nH]2)CC(C)O1 (centres undefined)	1.9	-2.5	-7.3	0.5	.	-2.7	-6.0	-6.0
O=C(NCC(=O)N1CCN(S(=O)(=O)c2c(F)cccc2F)CC1)c1ccccc1F	-0.6	.	-0.9	4.8	0.0	-3.8	5.0	10.6
Nc1nc2n(n1)C(c1ccco1)CC(c1ccc(Cl)cc1)N2 (centres undefined)	.	-11.7	.	0.6	.	.	4.8	4.7
O=C(NC1CCCCC1)N1CCN(C2CCCCC2)CC1	-3.6	-5.9	-12.5	-0.6	.	11.5	-5.8	-5.2
CN(c1ccccc1C(=O)Nc1ccc2c(c1)OCO2)S(C)(=O)=O	.	10.1	.	-4.5	.	.	1.7	-15.5
COc1cccc(NC(=O)CCSc2ccc(C)cc2)c1	.	2.5	.	20.7	0.2	.	-8.9	1.3
Cn1nc(C(F)(F)F)c(/C=N/OC(=O)c2ccccc2Cl)c1SCc1ccc(Cl)cc1	.	-25.2	.	-6.8	.	.	2.8	1.1
CCc1ccc2nc(NC(=O)c3ccc(N4C(=O)CCC4=O)cc3)sc2c1	-4.1	.	-20.8	-26.3	.	2.2	.	.
COc1ccc(-c2ccc(=O)n(CC(=O)NC3CCc4ccccc43)n2)cc1OC (centres undefined)	1.8	.	0.3	-6.4	.	-4.0	.	.
